Screens deposited in PubChem BioAssay by Sanford-Burnham Center for Chemical Genomics.
CXCR6 inh – inhibitors of human CXCR6 receptor; CHO-K1 PathHunter CXCR6 beta-arrestin, luminescence; 0.36% of 360,000 active; inhibition, % at 20 µM; O00574; in the data active means inhibition above about 34%, passing the limit was not always enough;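 further: antagonist mode with CXCL16 agonist at 10 nM final; 0% = 10 nM CXCL16 with DMSO and 100% = unstimulated wells without agonist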
Target sequence (O00574 whole entry, looked up): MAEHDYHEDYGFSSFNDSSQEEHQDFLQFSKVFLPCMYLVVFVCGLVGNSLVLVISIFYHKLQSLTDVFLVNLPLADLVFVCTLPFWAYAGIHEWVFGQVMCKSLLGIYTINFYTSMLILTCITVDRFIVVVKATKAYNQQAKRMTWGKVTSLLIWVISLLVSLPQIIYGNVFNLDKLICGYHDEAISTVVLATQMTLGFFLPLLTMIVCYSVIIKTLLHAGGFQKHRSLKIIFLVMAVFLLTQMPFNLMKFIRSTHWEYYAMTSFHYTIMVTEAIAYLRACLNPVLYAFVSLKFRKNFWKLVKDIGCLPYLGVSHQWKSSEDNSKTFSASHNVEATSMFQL
The depositor's hits bear a star. Some of the compounds tested, so the mix of outcomes need not match the whole.

SMILES	CXCR6 inh
Cc1ccc(C(=O)OCC(=O)N2CCC(C)CC2)cc1S(=O)(=O)N1CCOCC1	-6
CC1ON=C(c2ccc(F)cc2)NC1=O (stereo unspecified)	-4
CCCCCCCCNS(=O)(=O)CCNCc1ccccc1	-4
c1ccc(-c2nc(-c3cccnc3)cs2)cc1	-7
CCc1nc2c(OCCn3cccc3)cccn2c1N(C)C(=O)c1ccco1	2
Cc1cccc(C)c1NC(=O)Nc1nc(C(N)c2ccccc2Cl)cs1 (stereo unspecified)	1
NCC[C@H](O)C(=O)N[C@@H]1C[C@H](N)[C@@H](O[C@H]2O[C@H](CN)[C@@H](O)[C@H](O)[C@H]2O)[C@H](O)[C@H]1O[C@H]1O[C@H](CO)[C@@H](O)[C@H](N)[C@H]1O	-13
Cc1cc(N2C(=O)C(O)=C(C(=O)c3ccc(C)o3)C2c2cccc(Cl)c2)no1 (stereo unspecified)	12
Cc1cc(C)n2nc(SCC(=O)NC3(C#N)CCCCC3)nc2n1	-2
CN(C)/C(=C\C(=O)c1ccccc1)C(=O)c1ccccc1	-3
Cn1ccc2c(-c3ccc(C(=O)O)cc3)cc3c(c21)C1CCC3C1 (stereo unspecified)	-4
Cc1cccc(C)c1-n1nnnc1-c1nc2ccccc2[nH]c1=O	-3
O=S(=O)(c1ccccc1)N1CCN(Cc2nnc(-c3ccccc3)o2)CC1	-5
COc1ccc(N2CCN(C(=O)COC(=O)[C@@H](NC(=O)c3c(F)cccc3F)C(C)C)CC2)cc1	1
O=c1cc(S(=O)(=O)Cc2ccccc2)[nH]c(=O)[nH]1	4
Cn1ccc2c(-c3cccc4ccccc34)cc3c(c21)C1CCC3O1 (stereo unspecified)	7
CCOc1ccccc1NC(=O)CSc1n[nH]c(=O)n1-c1ccccc1	-13
COc1cccc(C(C)(O)c2nc(-c3cccc(C(C)C)c3)cs2)c1 (stereo unspecified)	-2
CCCCN1C(=O)C(CC(=O)NCCCCc2ccccc2)CC(C(=O)N(C)C)=C1C (stereo unspecified)	19
CC1(C(=O)Nc2cccc3cccnc23)CCN1C(=O)CC1CC1 (stereo unspecified)	3

An excerpt from above in order of SMILES length, high to low.
SMILES	CXCR6 inh
NCC[C@H](O)C(=O)N[C@@H]1C[C@H](N)[C@@H](O[C@H]2O[C@H](CN)[C@@H](O)[C@H](O)[C@H]2O)[C@H](O)[C@H]1O[C@H]1O[C@H](CO)[C@@H](O)[C@H](N)[C@H]1O	-13
CCCCN1C(=O)C(CC(=O)NCCCCc2ccccc2)CC(C(=O)N(C)C)=C1C (stereo unspecified)	19
COc1cccc(C(C)(O)c2nc(-c3cccc(C(C)C)c3)cs2)c1 (stereo unspecified)	-2
CCc1nc2c(OCCn3cccc3)cccn2c1N(C)C(=O)c1ccco1	2
Cc1cccc(C)c1NC(=O)Nc1nc(C(N)c2ccccc2Cl)cs1 (stereo unspecified)	1
O=c1cc(S(=O)(=O)Cc2ccccc2)[nH]c(=O)[nH]1	4
CCCCCCCCNS(=O)(=O)CCNCc1ccccc1	-4

The main list resumes, starting 3 compounds before the break.
SMILES	CXCR6 inh
COc1cccc(C(C)(O)c2nc(-c3cccc(C(C)C)c3)cs2)c1 (stereo unspecified)	-2
CCCCN1C(=O)C(CC(=O)NCCCCc2ccccc2)CC(C(=O)N(C)C)=C1C (stereo unspecified)	19
CC1(C(=O)Nc2cccc3cccnc23)CCN1C(=O)CC1CC1 (stereo unspecified)	3
Oc1ccc(C[C@H]2CN([C@@H](Cc3cccc(O)c3)CN3CCC[C@@H]3CN3C(=S)NC[C@@H]3Cc3ccccc3)C(=S)N2CC2CCCCC2)cc1	12
Clc1cccc(CNc2ccn3nc(-c4cccc(Cl)c4)cc3n2)c1	0
O=C(COC(=O)c1cccc(OC(F)F)c1)Nc1cc(S(=O)(=O)N2CCCC2)ccc1Cl	-8
Cc1cn([C@H]2C[C@H](O)[C@@H](/C=C/C(=O)NCCC(C)C)O2)c(=O)[nH]c1=O	-2
Brc1cc2c(cc1C1OCCO1)OCO2	-1
COc1ccc(-c2oc3c(c2C#CC(C)(C)O)C(OC)CCC3)cc1 (stereo unspecified)	6
O=C(Nc1cccc2ccccc12)c1ccc2sc([C@H]3C[C@H](O)[C@@H](CO)O3)nc2c1	2
FC(F)(F)Oc1ccccc1C(c1nnnn1-c1ccc2c(c1)OCCO2)N1CCN(C/C=C/c2ccccc2)CC1 (stereo unspecified)	21
COc1cccc(C(NC(C)=O)c2nc(-c3cnc4ccccc4c3)cs2)c1 (stereo unspecified)	-4
OC(c1cccc(Cl)c1)c1ncc(-c2ccccc2Cl)[nH]1 (stereo unspecified)	-6
O=C(OCCOc1ccccc1Cl)c1cc(S(=O)(=O)N2CCCCC2)ccc1N1CCOCC1	4
CCN(CC)C(=O)C1=C(C)N(Cc2ccc(F)cc2)C(=O)C(CC(=O)NC(c2ccccc2)c2ccccc2)C1 (stereo unspecified)	2
CCc1cnc(Nc2nc(C(N)c3ccccc3Cl)cs2)nc1 (stereo unspecified)	11
CCN(CC)S(=O)(=O)c1ccc(N2CCOCC2)c(NC(=O)CN2C(=O)NC3(CCCC3)C2=O)c1	3
CC(C)Cn1c(N)c(C(=O)CSc2nnnn2-c2ccc(Cl)cc2)c(=O)n(C)c1=O	0
O=C(O)C(CCc1ccccn1)c1ccccc1 (stereo unspecified)	-9
CC1=C(C(=O)N(C(C)C)C(C)C)CC(CC(=O)NCCN2CCOCC2)C(=O)N1Cc1ccc(F)cc1 (stereo unspecified)	-9
Cc1cc(C)c(NC(=O)CN(C)C(=O)CCN2C(=O)C3CCCCC3C2=O)c(C)c1 (stereo unspecified)	-2
Cc1ccc(-c2csc(C(O)(c3ccccc3)C(F)(F)F)n2)cc1C (stereo unspecified)	-12
COCCNc1nc(-c2ccc(Cl)cc2C)c2sccc2n1	-5
COc1ccc(C(=O)OCC(=O)NC23CC4CC(CC(C4)C2)C3)c(O)c1	3
Cc1ccc([C@H]2C[C@@H](n3cc(-c4ccc(F)cc4)nn3)[C@H](O)CN2Cc2cccs2)cc1	5
COc1ccc(C(=O)c2ccc(C)cc2)c(OC)c1OC	7
CCOc1ccc(NC(=O)CN(C)C(=O)c2cccnc2Sc2ccc(C)cc2C)cc1OCC	2
O=C(Nc1ccccc1Cl)c1cc(C2CCCCN2C(=O)c2cccs2)on1 (stereo unspecified)	4
CC(C)(C)C1CCN2CCCC(c3ccccc3)(C1)C2=O (stereo unspecified)	13
CCOC(=O)c1cc(Cl)c2c(ccc3ccccc32)n1	-2
CCOC(=O)c1cc2cc(OC)ccc2n1C1CCN(C)CC1	4
COCCNC(=O)c1ccc(N2CC3CC(C2)c2cccc(=O)n2C3)c(NC(=O)c2ccccc2Br)c1 (stereo unspecified)	9
CN(Cc1cn(Cc2ccc(Cl)cc2)nn1)C1CN(Cc2cn(Cc3ccc(Cl)cc3)nn2)S(=O)(=O)C1 (stereo unspecified)	-2
CC(=O)Nc1ccc(/C=N/Nc2nncc3ccccc23)cc1	-4
On1ccccc1=S	75*
Cc1ccc(NC(=O)C2(C)CCN2C(=O)Cc2ccc(-c3ccccc3)cc2)cc1 (stereo unspecified)	-2
CCCNC(=O)C1(C)CCCN(C(=O)Cc2ccc(OC)c(OC)c2)C1 (stereo unspecified)	0
CC(OC(=O)/C=C/c1ccco1)C(=O)NC1CCCCC1 (stereo unspecified)	-1
CN(C(=O)c1cccc(NC(=O)Cc2ccc(NC(=O)C3CCCN(C(=O)C4CCCCC4)C3)cc2)c1)C1CCC1 (stereo unspecified)	-3
Oc1[nH]c2ccccc2c1N=Nc1ccccn1	0
O=C(Nc1c(-c2ccccc2)[nH][nH]c1=O)c1ccc(Br)cc1	1
COc1ccccc1N(C)S(=O)(=O)c1ccc(C(=O)Nc2cccc(S(=O)(=O)N3CCOCC3)c2)cc1	-10
CCOC(=O)C1=CCN(S(=O)(=O)c2ccccc2Cl)C1c1cccc(Cl)c1 (stereo unspecified)	0
CN(CC(=O)Nc1ccccc1Br)C(=O)c1ccccc1OCc1ccccc1Cl	-2
Cc1nc2ccc(C(=O)Nc3cccc(OCC(=O)N(C)C)c3)cn2c1N(C)CC1CCCCC1	3
CCOC(=O)C1=CCN(S(C)(=O)=O)C1c1ccc(C)cc1 (stereo unspecified)	3
Cc1ccccc1N1CCN(C2CCCN(C(=O)CSc3ccccn3)C2)CC1 (stereo unspecified)	4
C/C=C1\NC(=O)[C@H](C)NC(=O)[C@@H](NC(=O)[C@@H](Cc2ccc(O)cc2)NC(=O)[C@@H](NC(=O)/C(C)=C/C)C(C)C)[C@@H](C)OC(=O)[C@H](CCCCc2ccc(O)cc2)NC(=O)[C@@H](CCC(=O)OC)NC1=O	2
Cc1nc(N2CCCCC2)[nH]c(=O)c1CN(C)N=O	-7
C[C@H](CO)N1C[C@H](C)[C@H](CN(C)C(=O)CCC(F)(F)F)OCc2cnnn2CCCC1=O	-8
CN(C)S(=O)(=O)c1cccc(-c2nn(-c3ccccc3)cc2/C=C2\SC(=S)NC2=O)c1	13
O=C(NCc1ccco1)c1ccc(CS(=O)c2ccccc2Cl)o1 (stereo unspecified)	0
O=C(NNC1CCN(Cc2ccccc2)CC1)c1ccccc1	-2
CNc1ccc(/C=C\CCCO)cn1	-6
CCOC(=O)N(C)c1c(CC)nc2c(OCc3ccc(Cl)cc3Cl)cccn12	11
CCCCn1cnc2c(SCc3ccccc3F)nc(N)nc21	8
CC(C)c1ccc(NC(=O)C2Cc3c(-c4ccc5c(c4)OCO5)ccnc3O2)cc1 (stereo unspecified)	16
COc1ccc(S(=O)(=O)N2CCCCC2c2cc(C(=O)N3CCOCC3)no2)cc1 (stereo unspecified)	-6
CC1=C(C(=O)N(C)C)CC(CC(=O)NC2CCCCC2)C(=O)N1Cc1ccccc1 (stereo unspecified)	-4
CC(=O)Nc1ccc(CNc2nc(NCc3cccs3)nc3ccsc23)cc1	4
Cc1noc(C)c1COc1ccccc1C(=O)N1CCN(S(=O)(=O)c2ccc(C(C)C)cc2)CC1	-2
COC(C(=O)C(O)C(C)O)C1Cc2cc3cc(OC4CC(OC5CC(O)C(O)C(C)O5)C(O)C(C)O4)c(C)c(O)c3c(O)c2C(=O)C1OC1CC(OC2CC(OC3CC(O)C(OC)C(C)O3)C(O)C(C)O2)C(O)C(C)O1 (stereo unspecified)	15
Cc1ccc(OCC(=O)Nc2ccncc2)cc1C	-2

New compounds follow
SMILES	CXCR6 inh
O=C(NN=Cc1cc(=O)[nH]c(=O)[nH]1)c1ccncc1	-1
COc1ccc(C(O)(c2ccccc2)C(C(=O)O)c2ccccc2)cc1 (stereo unspecified)	-2
CCOC(=O)/C=C1/SCC(=O)N1CCOc1cccc(Br)c1	6
O=C(O)Cn1c2c(c3ccccc31)CSc1ccc(Cl)cc1-2	-4
CCc1nc2c(OCCc3cccc(OC)c3)cccn2c1N(C=O)Cc1ccc(OC)cc1	9
CN(CC(=O)Nc1ccc(Cl)c(C(F)(F)F)c1)C(=O)c1ccccc1SCC(=O)N1CCCC1	-4
Cc1ccc(NCCN(C)C)c2c(=O)c3cc(O)ccc3sc12	8
CC(C)NC(=O)C1(C)CCN1C(=O)c1cccn1C (stereo unspecified)	3
CCc1nc2ccc(C(=O)NCc3ccc4c(c3)OCO4)cn2c1N(CC)CCN(C)C	1
C[C@@H]1CCCCO[C@H](CN(C)Cc2ccc3c(c2)OCO3)[C@H](C)CN([C@@H](C)CO)C(=O)c2cc(NC(=O)c3ccccc3)ccc2O1	17
CC(C)CC1C(=O)N(Cc2cn(CCC3OCCO3)nn2)CCS(=O)(=O)N1Cc1ccc(-c2ccc(F)cc2)cc1 (stereo unspecified)	-11
C[C@@H]1CCCCO[C@@H](CN(C)C(=O)c2ccncc2)[C@@H](C)CN([C@H](C)CO)C(=O)c2cc(N(C)C)ccc2O1	1
CC(=O)C1=CN(Cc2ccccc2)CCC1=O	-1
CCC1(OC(=O)CN(C)C)C(=O)OCc2c1cc1n(c2=O)Cc2cc3c(N)cccc3nc2-1 (stereo unspecified)	-13
C=C(CN(C)C)C(=O)c1cc(OC)c(OC)cc1OC	38*
CCNC(=O)C1CCCN(C(=O)c2cc(F)cc(F)c2)CC1 (stereo unspecified)	-10
CC1(C(=O)Nc2ccc(F)cc2F)CCN1C(=O)CCC1CCCC1 (stereo unspecified)	2
CCCCNC(=O)C1(C)CCCCN1C(=O)c1csnn1 (stereo unspecified)	2
CCCC(C(=O)O)N1C(=O)/C(=C2\C(=O)N(C)c3ccccc32)SC1=S (stereo unspecified)	-10
CCN(CC)c1ccc(C=NNc2ccc([N+](=O)[O-])cn2)cc1	4
COc1cccc(-c2nc3nc(C)cc(C)n3c2Nc2c(C)cccc2C)c1	11
O=C(NCc1ccc(F)cc1)c1cc(C2CCCN(C(=O)C3CCCCC3)C2)on1 (stereo unspecified)	7
Cc1cccc(NC(=O)CN(C)C(=O)Cc2ccc(-c3ccccc3)cc2)c1C	8
Nc1nc(=O)n(C2CCCO2)cc1Br (stereo unspecified)	1
CSCc1nc2scc(-c3ccccc3)c2c(=O)[nH]1	0
CCN1C(=O)/C(=C\c2cn(-c3ccccc3)nc2-c2cccnc2)SC1=S	7
CCOc1cc(OCC)cc(C(=O)N2CCC[C@H]2C(=O)N2CCC[C@H]2C(=O)NCc2ccc(F)cc2F)c1	-6
Cc1ccc(NC(=O)CN(C)CC(=O)Nc2ccc3c(c2)OCO3)cc1	-1
NS(=O)(=O)c1cccc(NC(=O)COC(=O)c2ccc(S(=O)(=O)N3CCOCC3)cc2)c1	-5
CCOC(=O)c1c(C)[nH]c(C2=NNC(=Nc3ccc(OCC)cc3)SC2)c1C	-7
CCCCn1nnnc1C(c1ccccc1)N1CCN(Cc2c(F)cccc2Cl)CC1 (stereo unspecified)	5
O=C(NCc1ccccc1)c1cc(C2CCCCN2C(=O)c2ccccc2)on1 (stereo unspecified)	7
NC(=O)CSc1nnc(-c2cccc(S(=O)(=O)N3CCOCC3)c2)o1	-5
